LMPTP block = blocks human LMPTP phosphatase | P24666 | inhibition, % at 20 µM | 0.22% of 360,000 active | recombinant LMPTP-A, OMFP fluorogenic substrate, fluorescence intensity;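 active = compounds that cut the enzyme signal by at least half of the control window in the single-dose screen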;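 also: plate controls were DMSO wells with enzyme plus substrate for no effect and substrate without enzyme for full effect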
Target sequence (P24666 whole entry, looked up): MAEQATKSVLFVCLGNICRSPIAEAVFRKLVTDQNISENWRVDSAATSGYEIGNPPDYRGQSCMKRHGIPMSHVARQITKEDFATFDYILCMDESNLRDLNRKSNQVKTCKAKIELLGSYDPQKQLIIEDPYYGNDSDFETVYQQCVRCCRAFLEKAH
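Assay system: LMPTP-A enzyme. Input: 0.625 nM LMPTP-A final. Probe or stimulus: 400 µM OMFP. Compound dosing: single 20 µM dose. Schedule: 50 min dark incubation at room temperature. Detection: fluorescence intensity of OMFP turnover product. Read-out: percent inhibition versus substrate-only and uninhibited controls. Benchmarks: no-enzyme low control, uninhibited high control.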
STEP block = blocks human striatal-enriched tyrosine phosphatase; recombinant STEP, OMFP fluorogenic substrate, fluorescence; inhibition, % at 20 µM; 0.25% of 360,000 active;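 active = inhibition at 20 µM, scaled per plate between control wells, above about 37%, limit read from the data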;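 also: 0% = DMSO with enzyme and substrate and 100% = substrate only without enzyme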
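Also added – OMFP at 25 µM · Test system – STEP tyrosine phosphatase · Technique – FITC-channel fluorescence of OMFP product · Schedule – 20 min at room temperature, dark · Evaluation – control-normalized % inhibition with plate pattern correction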
NRP1-CendR mod = NRP-1/CendR interaction modulation | O14786 | FAM-RPARPAR peptide binding to NRP-1, fluorescence polarization | inhibition, % at 25 µM | 0.85% of 360,000 active | AID 602438;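 active = inhibition or corrected inhibition above about 18%, plus a signal ratio from 0.5 to 1.5, limit read from the data, passing the limit was not always enough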; also: strong numbers were not always called active
SUMO1-SIM PPI = SUMO1-SIM interaction modulation. inhibition, % at 20 µM. 0.33% of 360,000 active. SUMO1 binding to a labelled peptide, TR-FRET, 1 h; in the data active = inhibition above about 37%
Target sequence (P63165 whole entry, looked up): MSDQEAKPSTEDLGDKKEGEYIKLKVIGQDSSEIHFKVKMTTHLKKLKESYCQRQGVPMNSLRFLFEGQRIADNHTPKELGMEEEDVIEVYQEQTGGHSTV
Scp-1 inhibitor = Scp-1 (human) phosphatase inhibition; Recombinant Scp1, phosphopeptide, malachite green phosphate absorbance; inhibition, % at 20 µM; 0.88% of 340,000 active; AID 493091;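 active = inhibition above about 50% at 20 µM, limit read from the data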;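 also: plate controls were DMSO wells with enzyme for no effect and wells lacking enzyme for full effect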
Target sequence (Q9GZU7 76-261 limits assumed): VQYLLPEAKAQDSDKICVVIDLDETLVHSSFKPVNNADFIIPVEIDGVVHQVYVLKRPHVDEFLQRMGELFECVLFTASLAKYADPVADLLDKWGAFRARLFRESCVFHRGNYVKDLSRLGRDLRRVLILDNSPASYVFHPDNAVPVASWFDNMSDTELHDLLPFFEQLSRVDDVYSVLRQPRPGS
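Test system: SCP-1 phosphatase catalytic domain, residues 76-261; measured by: colorimetric phosphate reagent with accelerator and stabiliser, absorbance at 630 nm; timing: enzyme reaction 45 min at room temperature, colour 5 min, stabilisation 30 min; also added: Phosphorylated 17-residue peptide substrate; compound dosing: one concentration, 20 µM, with 1.0% DMSO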
SKN-1 block = blocks SKN-1 activity in C. elegans; AID 624304; inhibition, % at 21.8 µM; C. elegans VP596 Pgst-4::GFP/RFP ratio, acrylamide-induced, 24 h; 0.49% of 360,000 active;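 active = interference check ratio from 0.5 to 1.5 plus GFP to RFP signal ratio inhibition reaching or exceeding a fixed threshold, cut at about 30% in these data, passing the limit was not always enough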; also: some compounds called inactive have numbers as strong as hits
DNMT1 block = DNMT1 (human) enzyme inhibition; DNMT1 molecular beacon, Hinp1I cleavage, fluorescence; 0.83% of 360,000 active; AID 588458; inhibition (reported as % activation of signal), % at 10 µM; in the data active = inhibition above about 50%
MT1-MMP act inh = MT1-MMP (human) activation inhibition; P50281; HT1080 RFP-PRO-GFP cells, GFP/RFP ratio fluorescence, overnight; percent of plate control window, DMSO zero; GFP/RFP ratio change, % at 20 µM; 0.061% of 360,000 active; AID 651647;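 active = GFP/RFP ratio change of at least 30% with cell ATP level not reduced by more than half and red fluorescence within 50% of control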; also: strong numbers were not always called active
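Test system: HT1080 cells expressing an RFP-PRO-GFP fluorescent reporter construct / Compound dosing: single-point 20 µM compound, 1% DMSO / Schedule: cells overnight before dosing, compound overnight, 37 °C, 5% CO2 / Evaluation: GFP/RFP fluorescence ratio / Control set: DMSO and RFP-L50D-GFP cell wells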
NadD block = blocks S. aureus nicotinate mononucleotide adenylyltransferase; AID 602399; purified NadD enzyme, colorimetric absorbance read-out; inhibition, % at 20 µM; 0.78% of 360,000 active; in the data active = inhibition above about 26%; also: some compounds past the cut are filed as inactive
Rpn11 inh = Rpn11 (human) deubiquitinase inhibition | O00487 | human 26S proteasome, Ub4-pepOG fluorescence polarization; 20S core pre-blocked with epoxomicin | calls only at 20 µM | 0.59% of 360,000 active | AID 588493;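 active = inhibition at 20 µM, scaled to each plate's controls, above about 33%, limit read from the data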
Target sequence (O00487 whole entry, looked up): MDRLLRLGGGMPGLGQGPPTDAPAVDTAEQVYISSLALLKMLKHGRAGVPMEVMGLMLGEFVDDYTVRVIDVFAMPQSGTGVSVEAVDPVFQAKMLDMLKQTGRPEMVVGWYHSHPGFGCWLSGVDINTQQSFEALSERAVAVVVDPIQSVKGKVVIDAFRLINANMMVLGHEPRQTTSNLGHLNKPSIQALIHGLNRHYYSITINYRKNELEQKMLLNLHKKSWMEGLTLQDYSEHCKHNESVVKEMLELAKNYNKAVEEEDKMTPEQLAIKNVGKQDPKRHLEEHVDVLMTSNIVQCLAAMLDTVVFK
Starred values were filed as active, the others as inactive; i = inactive; . = not tested or not shown.

The line under a structure holds: NRP1-CendR mod, Scp-1 inhibitor, STEP block, SKN-1 block, MT1-MMP act inh, Rpn11 inh, LMPTP block, SUMO1-SIM PPI, NadD block, DNMT1 block
COc1ccc(CCNC(=O)c2c(O)c3cc(OC)c(OC)cc3[nH]c2=O)cc1OC
→ -12, ., 0, 5, 2, i, -2.1, -3, 3, -12
Cc1cc(Sc2nc(NC(C)(C)C)nc(N3CCOCC3)n2)nc(Cl)n1
→ 11, -8, 2, 0, -3, i, -1.0, 1, -6, 0
COC(=O)c1ccc2nc(-c3ccco3)c(Cc3ccc(OC)cc3C)n2c1
→ -22, ., 0, 5, -3, i, 4.3, 2, 22, 8
Cc1ccc(CCNC(=O)CS(=O)Cc2nc(-c3ccccc3Cl)oc2C)cc1 (stereo not drawn)
→ 6, -7, 2, -3, 0, i, -0.9, -3, -3, -1
COc1ccccc1CCc1nnc(CCC(=O)NC(C)Cc2cccnc2)o1 (stereo not drawn)
→ -8, -6, -2, 5, 2, i, -2.3, 4, 1, 0
CCOC(=O)c1cc(OC)c2cccc(CN3CCCC(C)(C(=O)NCCOC)C3)c2c1 (stereo not drawn)
→ 8, ., 1, -10, 0, i, 0.4, -15, -3, 1
COc1ccc(NC(=O)C2=C(C)NC(=S)NC2c2ccc(O)c(OC)c2)cc1 (stereo not drawn)
→ 13, -6, -1, -10, 1, i, 0.0, 2, -4, 5
Cc1nc2c([N+](=O)[O-])c(C)c(C)cc2[nH]1
→ 9, -9, 0, -1, 2, i, 0.7, -16, 2, 1
CNC(=O)c1ccccc1NC(=O)c1c(O)c2c([nH]c1=O)CCCC2
→ -8, -5, 1, -9, -3, i, -0.1, 1, 1, -1
COc1ccc(/C=C\C(=O)O[C@@H]2C(O)C(O[C@@H]3OC(C)[C@H](O[C@@H]4OCC(O[C@H]5O[C@H](CO)[C@@H](O)C(O)C5O)C(O)C4O)C(O)C3O)[C@H](OC(=O)[C@]34CCC(C)(C)C[C@@H]3C3=CCC5[C@@]6(C)CC(O)C(O[C@@H]7OC(CO)C(O)[C@H](O)[C@H]7O)[C@@](C)(C(=O)O)C6CC[C@@]5(C)[C@]3(CO)CC4)O[C@H]2C)cc1 (stereo partly drawn)
→ 1, -2, -3, 7, -21, i, -2.5, -2, -15, -10
O=c1oc2c(CN3CCCCC3)c(O)ccc2c2c1CCCC2
→ -16, -1, 2, 0, -8, i, 3.6, 11, 10, -1
CCN(Cc1ccncc1)C(=O)c1cccs1
→ 2, -3, -3, -6, 3, i, -0.9, -2, -3, 0
O=S(=O)(c1ccc(SCc2ccccc2F)nc1)N1CCCC1
→ 6, -10, 1, -16, 0, i, 2.4, 3, 1, -8
C[C@H](CO)N1C[C@H](C)[C@@H](CN(C)S(=O)(=O)c2ccccc2)Oc2ccc(NC(=O)Nc3ccccc3)cc2C1=O
→ 11, 59*, -2, -13, 1, i, -0.1, 3, 7, -8
C/C(Cl)=C\Cn1c(N2CCCC2)nc2c1c(=O)[nH]c(=O)n2C
→ -7, 3, 1, -15, 2, i, -0.6, 3, -2, -5
Cc1ccc(C)c(OCC(=O)NNC(=O)C2CCC2)c1
→ -7, -2, 1, 7, -1, i, 0.5, 4, -1, 3
Cc1cc(C)c2c(c1)C1(OCCO1)C(=O)N2
→ 0, -19, -2, 12, -3, i, -0.2, 0, 0, 0
Cc1ccc(C(=O)NNC(=S)Nc2cccc(Cl)c2Cl)cc1[N+](=O)[O-]
→ 5, -6, 0, 7, 4, i, 0.7, 2, 4, -3
CNC[C@H]1OCc2ccccc2-c2ccccc2C(=O)N([C@@H](C)CO)C[C@H]1C
→ 1, ., -1, -10, -4, i, 3.7, 1, -1, -3
CC1(C2CC2)NC(=O)N(CC(=O)N2CCN(c3cccc(C(F)(F)F)c3)CC2)C1=O (stereo not drawn)
→ 8, 0, -2, 14, 2, i, 0.4, 3, 0, 0
Cc1ccc2nc(N(CCCN(C)C)C(=O)COc3ccc(Cl)cc3)sc2c1
→ 0, -9, 6, -6, 5, i, -0.2, -46, -1, 2
Cn1nc(C(=O)NCCOc2ccccc2)c2ccccc2c1=O
→ -4, -7, -2, 1, 1, i, -1.3, -2, -6, 1
CCOc1ncccc1C(=O)Nc1ccc(C(=O)Nc2ccc(OC)cc2)cc1
→ -15, 1, -1, -14, 3, i, -1.0, -15, 5, 43
COC(=O)[C@@H]1C[C@@]2(O)[C@@H](O)[C@@H](O)[C@@H](O)C[C@H]2N1CC(c1ccccc1)c1ccccc1
→ 2, -6, -2, 11, 4, i, -1.0, 6, -7, 1
O=C(NCCCN1CCC(Cc2ccccc2)CC1)c1ccc2nc(N3CCOCC3)sc2c1
→ -4, 3, 22, 0, 4, i, 2.3, -12, -9, -1
N#Cc1ccccc1S(=O)(=O)Nc1ccc2c(c1)C(=O)OC2
→ -12, 6, -1, -10, 0, i, -0.7, 1, 4, -1
CCc1nnc(NS(=O)(=O)c2ccc(NC(=O)c3cccc(OC)c3)cc2)s1
→ -3, -5, -2, -8, -1, i, -0.3, 1, -4, -1
COc1ccc(N2CCN(C(=O)Cn3nnc(-c4ccccc4N)n3)CC2)cc1
→ 1, -1, 1, 5, -2, i, 0.2, -4, 2, -4
COc1ccc(NC(C)=O)cc1NC(=O)CN1CCN(c2ccccn2)CC1
→ 9, 0, 6, 2, -1, i, -2.4, -1, -1, -5
COc1ccccc1OCc1ccc(C(=O)NCCN(C)C)o1
→ 8, 4, -3, 11, -2, i, -0.5, -2, -3, 1

Part of the list above in order of molecular weight, smallest number first:
The line under a structure holds: NRP1-CendR mod, Scp-1 inhibitor, STEP block, SKN-1 block, MT1-MMP act inh, Rpn11 inh, LMPTP block, SUMO1-SIM PPI, NadD block, DNMT1 block
Cc1ccc(C)c(OCC(=O)NNC(=O)C2CCC2)c1
→ -7, -2, 1, 7, -1, i, 0.5, 4, -1, 3
N#Cc1ccccc1S(=O)(=O)Nc1ccc2c(c1)C(=O)OC2
→ -12, 6, -1, -10, 0, i, -0.7, 1, 4, -1
COc1ccc(N2CCN(C(=O)Cn3nnc(-c4ccccc4N)n3)CC2)cc1
→ 1, -1, 1, 5, -2, i, 0.2, -4, 2, -4

New compounds follow:
The line under a structure holds: NRP1-CendR mod, Scp-1 inhibitor, STEP block, SKN-1 block, MT1-MMP act inh, Rpn11 inh, LMPTP block, SUMO1-SIM PPI, NadD block, DNMT1 block
O=c1c2[nH]c3ccc(F)cc3c2ncn1CCC1=CCCCC1
→ 0, -5, -1, 2, 1, i, -2.4, -2, 1, 12
CN(C)C(=O)C(=O)c1cccn1-c1ccccc1C#N
→ 0, -14, 1, 2, 6, i, -0.1, -4, -3, -1
O=c1c2c3n(c(=S)nc2[nH]n1-c1ccccc1)CCCCC3
→ -4, -8, -5, 6, 0, i, -2.2, 3, 1, 3
CCCCCCCCCSc1n[nH]c(N)n1
→ -5, -8, -5, -7, 5, i, 0.3, -2, 7, 0
COc1ccccc1NC(=O)C1CCCN(c2nc(C)cc(C)n2)C1 (stereo not drawn)
→ 5, -1, 6, -1, 5, i, -0.6, 5, -3, 5
c1coc(-c2nc(-c3ccncc3)no2)c1
→ -5, -8, 2, 9, 13, i, -0.3, 2, -1, 6
O=C(Nc1ccccn1)C1CCCN(c2ncnc3c2nc2n3CCCCC2)C1 (stereo not drawn)
→ 3, -3, -2, 13, -8, i, -1.2, 3, 0, 2
Cc1cc(Cl)c(C)c(S(=O)(=O)N2CCN(CC(=O)N3CCOCC3)CC2)c1Cl
→ -12, -1, 1, -13, 8, i, -1.3, -4, -7, -1
CCn1c(CNC(=O)C(C)(C)C)nc2ccccc21
→ 7, 2, 0, 4, 8, i, -1.2, 7, 0, 2
CCOc1ccc(NC(=O)N2CCC(n3nnc4cc(C)ccc43)CC2)cc1
→ 6, -4, 7, 9, 0, i, -1.1, 1, -1, -2
CCOc1ccc(N2C(=O)/C(=C/c3ccco3)N(C)C2=S)cc1
→ -15, -4, 1, 12, 0, i, -0.1, -7, 2, 4
CC(C)(C)NC(=O)C1CC1(c1ccccc1)c1ccccc1 (stereo not drawn)
→ -12, -10, -2, 11, -1, i, -1.2, 4, -4, -1
COc1cccc(NC(=O)CSc2nc3ccccc3nc2N2CCOCC2)c1
→ -4, -5, 2, -12, -1, i, -0.1, -5, -4, -3
CC(C)CCNC(=O)C(c1ccco1)N(Cc1cccs1)C(=O)Cn1nnc2ccccc21 (stereo not drawn)
→ -9, 1, -1, 4, -2, i, -1.5, 1, -5, -4
CC(=O)c1c(C)[nH]c(C(=O)NNC(=O)c2ccc(Br)cc2)c1C
→ -1, 0, 1, -4, 2, i, -1.1, 4, -1, 1
CCOc1ccc(C(=S)N2CCCC2)cc1OCC
→ 4, -5, 5, 6, -2, i, 0.7, 6, 3, -1
COc1cc(/C=N/NC(=O)Cc2ccccc2)ccc1Oc1ccc([N+](=O)[O-])cc1[N+](=O)[O-]
→ 8, -2, 7, 0, 2, i, 2.4, -18, 17, -1
CCCCN(C(=O)C(C)Oc1ccc(Br)cc1)c1c(N)n(CC(C)C)c(=O)[nH]c1=O (stereo not drawn)
→ -2, 0, 3, -2, ., i, 0.4, 2, 8, -2
COc1ccc(/C=N/Nc2ncc(C(F)(F)F)cc2Cl)cc1OC
→ 6, 4, -3, -1, 4, i, 1.0, -6, -1, 18
O=C(COC(=O)C1COc2ccccc2O1)Nc1ccccc1OC(F)F (stereo not drawn)
→ -2, -4, -3, 0, -5, i, -0.8, 3, -5, -1
CC(CN(C)C)CN1c2ccccc2Sc2ccccc21 (stereo not drawn)
→ 2, -11, 3, -10, -9, i, -1.4, 3, -8, 0
CC1c2[nH]c3ccccc3c2CCN1C(=O)Nc1ccccc1 (stereo not drawn)
→ -13, -4, 4, 3, -3, i, -0.4, 1, 1, -9
Cc1noc2c1C(c1ccc(N(C)C)cc1)C1=C(CC(C)(C)CC1=O)N2 (stereo not drawn)
→ -6, 6, -2, -16, -1, i, 9.5, -3, -4, -1
O=C(Nc1c(C(=O)N2CCN(c3ccccn3)CC2)oc2ccccc12)c1cccc([N+](=O)[O-])c1
→ -1, -2, 4, 0, -3, i, 1.5, -11, 12, -2
CC1(C)Cc2c(cnn2-c2ccc(F)cc2)C(NC(=O)CN2CCCC2=O)C1 (stereo not drawn)
→ 9, -1, -2, 16, 3, i, -0.7, 1, 0, 1
COC(=O)c1c(NC(=O)CCl)sc(C(=O)N2CCOCC2)c1C
→ 2, -6, -1, -8, 3, i, -1.0, 2, -5, 2
O=C(c1ccc(=O)[nH]n1)N1CCN(S(=O)(=O)c2ccc3ccccc3c2)CC1
→ 6, 6, -4, -16, 1, i, -1.2, 2, 3, 7
O=C(O)CCSc1nc2ccccc2c(=O)[nH]1
→ 10, -4, 2, 12, -5, i, -3.3, -3, -7, 1
Cc1cc(C(=O)N2CCN(Cc3ccccc3)CC2)ccc1[N+](=O)[O-]
→ 17, -6, -1, 5, 2, i, -0.4, -15, -7, -3

Compound activity deposited in PubChem by Sanford-Burnham Center for Chemical Genomics.

Compounds as they come; overall some 3.9% were active at least once.
